PAFAH2 FP inh: inhibitors of human PAFAH2 | recombinant PAFAH2, FP-rhodamine activity probe, fluorescence polarization | inhibition, % at 3.39 µM | 0.99% of 340,000 active | AID 492956;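 active means inhibition above the mean over all tested compounds plus 3 SD, cut at about 30% in these data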;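 further: inhibitors block probe labeling of enzyme so polarization drops; 0% = enzyme with DMSO and 100% = wells lacking PAFAH2 protein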
LYPLA2 counter: counter-screen for PME1 inhibitors: inhibitors of human LYPLA2 | recombinant LYPLA2, FP-Rh probe fluorescence polarization | AID 2177 | 0.38% of 320,000 active | inhibition, % at 5.9 µM;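 active means inhibition above the screen-wide mean plus 3 SD, limit set per campaign, cut at about 26% in these data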;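 further: 0% = LYPLA2 with DMSO and 100% = wells lacking LYPLA2 enzyme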
Target sequence (O95372 whole entry, looked up): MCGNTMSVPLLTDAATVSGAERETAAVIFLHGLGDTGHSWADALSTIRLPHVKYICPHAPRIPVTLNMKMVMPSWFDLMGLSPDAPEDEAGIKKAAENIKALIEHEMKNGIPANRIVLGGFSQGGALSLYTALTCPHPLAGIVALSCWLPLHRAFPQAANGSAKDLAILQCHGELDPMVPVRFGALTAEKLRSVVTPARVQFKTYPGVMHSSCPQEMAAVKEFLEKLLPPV
EBNA-1 inh: blocks EBNA-1 binding to DNA; EBNA-1 DNA binding, fluorescence polarization; inhibition, % at 14.8 µM; 0.34% of 300,000 active; AID 1950; in the data active means inhibition above about 28%
PAD4 inh: PAD4 (human) enzyme inhibition; recombinant PAD4, RCA probe fluorescence polarization; inhibition, % at 6.36 µM; 0.41% of 330,000 active;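 active means percent inhibition above a cutoff equal to the mean of all tested compounds plus 3 SD, cut at about 15% in these data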;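 further: 0% = PAD4 with RCA probe and DMSO and 100% = probe without PAD4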
LYPLA1 inh: counter-screen for PME1 inhibitors: inhibitors of human LYPLA1. recombinant LYPLA1, FP-Rh probe fluorescence polarization. AID 2174. O75608. inhibition, % at 5.9 µM. 0.16% of 320,000 active;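 active means inhibition above the mean of all tested compounds plus 3 SD, set per campaign, cut at about 14% in these data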;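 further: inhibitors block serine hydrolase probe labeling of LYPLA1 so polarization falls; 0% = enzyme with DMSO and 100% = wells lacking LYPLA1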
GSTO1 counter: counter-screen for RBBP9 inhibitors: inhibitors of human GSTO1. recombinant GSTO1, activity-based probe fluorescence polarization. inhibition, % at 5.96 µM. 1.1% of 300,000 active. AID 1974;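 active means inhibition above the campaign mean inhibition plus 3 SD, cut at about 35% in these data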;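 further: 0% = GSTO1-1 with DMSO and 100% = wells lacking GSTO1-1 enzyme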
Target sequence (P78417 whole entry, looked up): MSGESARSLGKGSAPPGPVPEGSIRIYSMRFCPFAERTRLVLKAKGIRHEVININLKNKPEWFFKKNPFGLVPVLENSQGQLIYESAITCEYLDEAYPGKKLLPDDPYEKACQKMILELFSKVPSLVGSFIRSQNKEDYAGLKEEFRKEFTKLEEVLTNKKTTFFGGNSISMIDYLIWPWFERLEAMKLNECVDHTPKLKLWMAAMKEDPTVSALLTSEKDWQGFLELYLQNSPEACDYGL
PAFAH1B3 FP inh: blocks human PAF acetylhydrolase 1B catalytic subunit 3; recombinant PAFAH1B3, FP-rhodamine probe, fluorescence polarization; 0.28% of 340,000 active; Q15102; AID 492972; inhibition, % at 3.39 µM;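 active means inhibition above the screen-wide average of all tested compounds plus 3 SD, cut at about 25% in these data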;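 further: 0% = enzyme with DMSO only and 100% = wells lacking PAFAH1B3 protein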
Target sequence (Q15102 whole entry, looked up): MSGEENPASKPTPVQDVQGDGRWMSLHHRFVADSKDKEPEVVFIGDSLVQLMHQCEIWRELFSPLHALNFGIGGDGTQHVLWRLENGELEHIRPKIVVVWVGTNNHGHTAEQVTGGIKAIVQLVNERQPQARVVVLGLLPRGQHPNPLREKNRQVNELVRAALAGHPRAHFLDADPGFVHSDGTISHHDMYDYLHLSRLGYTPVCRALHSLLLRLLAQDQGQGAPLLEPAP
ZTA DNA inh: counter-screen for EBNA-1 inhibitors: inhibitors of Epstein-Barr virus ZTA; P03206; ZTA-DNA binding, fluorescence polarization; inhibition, % at 11 µM; 0.15% of 320,000 active; AID 2234; in the data active means inhibition above about 33%
Target sequence (P03206 whole entry, looked up): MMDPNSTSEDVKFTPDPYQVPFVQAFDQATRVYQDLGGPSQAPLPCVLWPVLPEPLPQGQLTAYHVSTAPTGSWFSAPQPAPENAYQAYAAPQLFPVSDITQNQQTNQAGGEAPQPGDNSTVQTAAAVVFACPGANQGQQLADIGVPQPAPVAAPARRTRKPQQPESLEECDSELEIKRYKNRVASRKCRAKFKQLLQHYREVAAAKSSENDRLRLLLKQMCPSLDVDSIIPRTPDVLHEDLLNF
PREPL inhibitor: inhibitors of human prolyl oligopeptidase-like enzyme PREPL; Q4J6C6; recombinant PREPL, fluorescence polarization activity-based probe; inhibition, % at 5.96 µM; 0.68% of 320,000 active; AID 2751; in the data active means inhibition above about 43%;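 further: 0% = enzyme with DMSO and 100% = wells lacking enzyme; many of its hits are not listed in these tables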
* = called active by the depositor; . = no result given; & = joins results of further samples. Not all compounds are listed, so the mix of outcomes need not match the whole.

Values in the order: PAFAH2 FP inh, LYPLA2 counter, EBNA-1 inh, PAD4 inh, LYPLA1 inh, GSTO1 counter, PAFAH1B3 FP inh, ZTA DNA inh, PREPL inhibitor
- CCOCCn1c(=NC(=O)c2ccc(S(=O)(=O)N3CCOCC3)cc2)sc2cc(S(N)(=O)=O)ccc21
→ 0, 15, 1, -4, 15*, -2, 5, 15, -4
- COc1ccc(-n2nc(C(=O)NCC(=O)NCc3ccc(F)cc3)c3ccccc3c2=O)cc1OC
→ -13, -33, -11, -11, -21, -14, -19, 11, 2
- Fc1ccccc1NC(=S)NCc1ccc2c(c1)OCO2
→ 5, 2, 8, -1, -2, -2, 6, 10, -5
- COc1ccccc1CN1CCCC(CNC(=O)c2cccc3ccccc23)C1 (stereo not drawn)
→ -2, -6, -7, -2, -4, 4, 10, 11, -10
- COc1ccc2[nH]cc(CCNC(=O)COc3cc(C)cc4oc(=O)cc(C)c34)c2c1
→ 16, -1, 2, 3, -1, -4, 7, 3, 15
- Cc1ccc2nc(SCC(=O)NCc3ccccc3)nc(=O)n2c1
→ 6, -9, -13, -2, -4, 8, 4, -23, 14
- NC(=O)C1CCN(C(=O)CCc2nc3ccccc3c(=O)[nH]2)CC1
→ 5, 5, -8, 3, 0, 4, 0, -4, 5
- O=C(N/N=C/c1ccncc1)c1ccc(NC(=O)c2ccc(Cl)cc2)cc1
→ -3, -5, 2, -6, -5, -4, -3, 15, 23
- CC(C)c1ccc(NC(=O)c2ccc(NS(C)(=O)=O)cc2)cc1
→ 6, -4, -20, -4, 3, -3, 15, 1, 15
- Cc1nc(C)c(-c2ccc(SCC(=O)Nc3ccccc3)nn2)s1
→ -3, -3, 1, -1, -1, 2, 3, 2, -14
- Cc1cc(CNC(=O)COc2ccccc2F)c2ccccc2n1
→ -8, 2, -5, -1, -2, 7, 0, -10, 3
- CC1(C)NC(=O)N(CC(O)CN(c2ccccc2)S(=O)(=O)c2ccccc2[N+](=O)[O-])C1=O (stereo not drawn)
→ 6, 3, -9, 1, 6, -1, 4, -3, 13
- CCCN(C(=O)COC(=O)CCOc1ccccc1)c1c(N)n(Cc2ccccc2)c(=O)[nH]c1=O
→ 9, 2, -10, 5, 0, -6, 7, 1, 9
- COC(=O)c1ccccc1NC(=S)NC(=O)c1ccccc1C
→ -13, -1, 1, 3, -3, 23, 8, -1, 4
- COc1ccc(-c2nc(CCNC(=O)c3ccc(Br)o3)cs2)cc1
→ 6, 0, 6, -3, -5, -5, 4, -15, -12

An excerpt from above in order of molar mass, highest first:
Values in the order: PAFAH2 FP inh, LYPLA2 counter, EBNA-1 inh, PAD4 inh, LYPLA1 inh, GSTO1 counter, PAFAH1B3 FP inh, ZTA DNA inh, PREPL inhibitor
- COc1ccc(-n2nc(C(=O)NCC(=O)NCc3ccc(F)cc3)c3ccccc3c2=O)cc1OC
→ -13, -33, -11, -11, -21, -14, -19, 11, 2
- CC1(C)NC(=O)N(CC(O)CN(c2ccccc2)S(=O)(=O)c2ccccc2[N+](=O)[O-])C1=O (stereo not drawn)
→ 6, 3, -9, 1, 6, -1, 4, -3, 13
- COc1ccc2[nH]cc(CCNC(=O)COc3cc(C)cc4oc(=O)cc(C)c34)c2c1
→ 16, -1, 2, 3, -1, -4, 7, 3, 15
- COc1ccc(-c2nc(CCNC(=O)c3ccc(Br)o3)cs2)cc1
→ 6, 0, 6, -3, -5, -5, 4, -15, -12
- COc1ccccc1CN1CCCC(CNC(=O)c2cccc3ccccc23)C1 (stereo not drawn)
→ -2, -6, -7, -2, -4, 4, 10, 11, -10
- O=C(N/N=C/c1ccncc1)c1ccc(NC(=O)c2ccc(Cl)cc2)cc1
→ -3, -5, 2, -6, -5, -4, -3, 15, 23
- Cc1nc(C)c(-c2ccc(SCC(=O)Nc3ccccc3)nn2)s1
→ -3, -3, 1, -1, -1, 2, 3, 2, -14
- CC(C)c1ccc(NC(=O)c2ccc(NS(C)(=O)=O)cc2)cc1
→ 6, -4, -20, -4, 3, -3, 15, 1, 15
- COC(=O)c1ccccc1NC(=S)NC(=O)c1ccccc1C
→ -13, -1, 1, 3, -3, 23, 8, -1, 4
- Fc1ccccc1NC(=S)NCc1ccc2c(c1)OCO2
→ 5, 2, 8, -1, -2, -2, 6, 10, -5

Next part:
Values in the order: PAFAH2 FP inh, LYPLA2 counter, EBNA-1 inh, PAD4 inh, LYPLA1 inh, GSTO1 counter, PAFAH1B3 FP inh, ZTA DNA inh, PREPL inhibitor
- COC(=O)c1ccc(CSc2nnc(Nc3ccc(C)cc3)s2)o1
→ 5, 11, 5, -2, 0, 3, 8, -10, 13
- CCCc1[nH]nc2c1C(c1cccc(OC(=O)c3ccco3)c1)C(C#N)=C(N)O2 (stereo not drawn)
→ 8, 4, 3, -2, 0, 7, 8, 5, 24
- CC(NC(=O)COC(=O)Cn1cnc2ccccc2c1=O)C1CC2CCC1C2 (stereo not drawn)
→ 5, 1, 7, 1, 1, 1, -4, -25, 3
- Cc1ccccc1NC(=O)COC(=O)c1ccc(CSc2ccc(Cl)cc2)cc1
→ -4, 3, 6, -6, 5, 5, -3, 0, -7
- Cc1cc(Cl)ccc1NC(=S)NCc1ccc(S(N)(=O)=O)cc1
→ 0, -3, 0, -4, 1, 3, 7, -1, 7
- Cc1ccc2c(c1)COc1c3ccc(C(=O)N4CCCCC4)cc3nn1-2
→ 6, -5, 6, 0, 0, 7, 0, -14, -1
- Cn1nc(C(F)(F)F)c(-c2ccc(Br)cc2)c1NC(=O)Nc1ccc(F)cc1F
→ 1, -23, 8, -1, -19, -12, 2, -16, -30
- Cc1ccc(C2(C)NC(=O)N(CC(=O)N3CCc4ccccc43)C2=O)cc1 (stereo not drawn)
→ 6, ., ., 0, ., ., 6, ., 13
- Cc1ccc(NC(=O)CCC(=O)OCC(F)(F)C(F)F)cc1
→ -1, 0, 5, 1, 5, -5, 7, 15, 0
- O=S(=O)(c1ccc(Cl)c(NC(=S)N/N=C/c2c(F)cccc2F)c1)N1CCOCC1
→ -2, -6, 14, -1, -15, -6, 8, -1, -1
- Cc1cc(C(=O)CSc2nc3ccc(Cl)cc3[nH]2)c(C)n1CC1CCCO1 (stereo not drawn)
→ -7, -5, 3, -7, -4, 2, 0, 13, 8
- CC(C)C(C(=O)NCc1ccco1)N(C(=O)CNS(=O)(=O)c1ccccc1)C1CCCC1 (stereo not drawn)
→ 1, 4, -1, 4, 1, 1, 9, 14, -4
- CCOC(=O)c1oc2ccccc2c1COC(=O)CNC(=O)c1ccccc1OC
→ 0, -7, -19, -3, -1, 5, 6, -4, -7
- Cc1c(CN2CCC(n3nccc3NC(=O)C3CC3)CC2)[nH]c2ccccc12
→ 9, -2, -3, -2, -2, 2, 9, 5, 8
- CCc1cc(CNC(=O)c2ccc(OC3CCN(C(C)=O)CC3)c(OC)c2)on1
→ 0, 7, -2, -2, 3, -3, 6, -6, -5
- Cc1csc(NC(=O)CCC(=O)N(CC(=O)NC2CCCCC2)c2ccccc2)n1
→ -6, -1, 8, 0, -3, -6, -7, 11, 0
- COc1cc(/C=N/N(C)C2=NS(=O)(=O)c3ccccc32)cc(OC)c1OC
→ 5, -1, -15, 0, -1, -10, 6, 10, 17
- COc1ccc2c(C=Nc3c(C)n(C)n(-c4ccccc4)c3=O)c(O)n(Cc3ccco3)c(=O)c2c1
→ 6&1, -1, -12, -3, -1, 19, 7&6, -22, 56*
- CC(OC(=O)c1cc(=O)[nH]c2ccccc12)C(=O)Nc1ccccc1F (stereo not drawn)
→ 2, -5, -5, 1, -2, -3, 0, -4, -22
- CCOc1cc(NC(=S)NC)c(OCC)cc1NC(=O)c1ccc(OC)cc1
→ 6, -5, 2, 1, 2, 4, 2, -12, 0
- COc1cc(/C=C/C(=O)Oc2coc(CSc3ncccn3)cc2=O)cc(OC)c1OC
→ -3, -1, 2, 1, 0, 2, 3, 7, 14
- O=C(N/N=C/c1coc2ccccc2c1=O)c1cccc([N+](=O)[O-])c1
→ -6, 14, 13, -2, 3, 3, -3, 7, 6
- CS(=O)(=O)N(CC(=O)NC1CCCCC1)Cc1ccc(F)cc1
→ -2, -5, -1, 1, 1, 4, 7, -10, 0
- Cc1ccc(C)c(N2CCN(C(=O)CSc3ccsc3[N+](=O)[O-])CC2)c1
→ 1, 4, 1, -3, -5, 1, -1, 6, 30
- C=CCOc1ccc(Cl)cc1C(=O)O
→ -2, -2, -4, -2, 2, 7, 4, -4, 10
- CCOc1ccc(CN2CCNC(=O)C2CC(=O)NCCCC2CCCC2)cc1 (stereo not drawn)
→ -3, 3, 7, -3, 1, -3, 3, -9, 4
- CCc1cccc2c(C(=O)CSc3nnc(-c4ccoc4C)n3C)c[nH]c12
→ 4, 0, 10, -1, 0, -2, 12, 4, 18
- Cc1ccc(C)c(-c2nnc(NC(=O)c3ccc([N+](=O)[O-])o3)o2)c1
→ -2, -6, -5, -5, -3, -2, 5, -11, 11
- Cc1cccc2nc(-c3ccco3)c(Nc3ccc4c(c3)OCCO4)n12
→ 4, -5, -15, -3, 0, 12, 2, 13, 2
- Nc1cc(=O)[nH]c(SCC(=O)Nc2cccc(Cl)c2)n1
→ -1, 10, 5, -2, 4, -6, 6, 3, -16
- C=CC[C@@H](CC(=O)N[C@@H](CO)Cc1ccccc1)C(=O)N[C@H](COC(=O)[C@@H](CC=C)Cc1ccc(F)cc1)Cc1ccccc1
→ -5, ., ., 1, ., ., -11, ., -3
- COc1ccc(/C=C/c2nnc(NC(=O)c3ccco3)s2)cc1
→ ., 0, 7, -2, -2, -19, ., 11, 0
- O=[N+]([O-])c1cccc(/C=N/Nc2nc(C(Cl)(Cl)Cl)nc3ccccc23)c1
→ -3, 4, 13, 2, -9, -3, -2, 6, 6
- O=c1c2ccccc2cnn1Cc1ccc(Cl)c(Cl)c1
→ -15, 8, 3, 1, 4, -6, 6, -3, -22
- O=C(Oc1ccc(C(=S)N2CCOCC2)cc1)c1ccc(F)cc1
→ 6, 9, -5, -3, 2, 6, 0, 4, 11
- O=C(N/N=C\c1ccc(-c2ccc([N+](=O)[O-])cc2)o1)c1ccc2c(c1)OCO2
→ 0, 1, -3, -4, -2, 1, 10, 7, 7
- COc1ccc(F)cc1C(=O)C1CCCN(C(=O)c2ccccc2N(C)C)C1 (stereo not drawn)
→ 3, 5, 1, 1, 3, 1, 1, 1, 13
- COc1ccc(CCNc2nc(=S)[nH]c3cc(OC)c(OC)cc23)cc1OC
→ 1, 6, 11, 8, -1, -1, 3, -1, -1
- O=C(NC1CCCCC1)C(=O)N(Cc1cccnc1)C(C(=O)NCc1ccco1)c1ccccc1 (stereo not drawn)
→ ., -12, 3, -3, -1, 3, ., -11, -11
